Bim-Bcl-2 = human Bim-Bcl-2 interaction inhibition; P10415; Bead-based flow cytometry, Bim peptide-Bcl-2 binding; inhibition, % at 10 µM; 190,000 tested, 0.06% active; AID 950; in the data active = inhibition above about 40%; inconclusive = no clear call, values can overlap the other calls;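 note: 0% = no compound wells with probe peptide and 100% = reference peptide inhibitor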
Target sequence (P10415 whole entry, looked up): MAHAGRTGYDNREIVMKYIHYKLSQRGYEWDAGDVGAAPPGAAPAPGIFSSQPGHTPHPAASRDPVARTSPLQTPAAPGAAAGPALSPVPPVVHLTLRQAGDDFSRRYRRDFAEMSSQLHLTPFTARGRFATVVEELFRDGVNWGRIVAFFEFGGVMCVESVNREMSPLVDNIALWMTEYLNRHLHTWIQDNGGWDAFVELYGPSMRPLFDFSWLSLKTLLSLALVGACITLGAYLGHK
Bcl-W Bim block = disrupts Bim peptide binding to human Bcl-W | inhibition, % at 10 µM | 190,000 tested, 0.02% active | bead-based flow cytometry | Q92843;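 note: 0% = bound tracer without compound and 100% = peptide blocker; higher means less fluorescent Bim peptide bound to Bcl-W beads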
ABCB1 inh = human ABCB1 inhibition, ABCG2 as counter-screen. P08183. CCRF-Adr cells, JC-1 efflux, flow cytometry. inhibition, % at 6.6 µM. 190,000 tested, 0.067% active. AID 1326; in the data active = inhibition above about 40%;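 note: 0% = vehicle and 100% = reference inhibitor; higher value means more JC-1 retained so stronger ABCB1 efflux block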
GSH fluor = compound fluoresces at 488/530 nm on GSH beads | AID 1776 | 190,000 tested, 0.25% active | fluorescence (KMESF) at 10 µM | GSH beads flow cytometry, compound fluorescence 488/530 nm; active compounds read high; in the data active = fluorescence above about 89;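 note: glutathione beads carrying GST-tagged Bcl family fusion proteins plus one bare bead set; values are compound well signal with DMSO vehicle wells as background; inactives centre near 16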
Bcl-XL Bim block = inhibitors of Bim-Bcl-XL interaction, human. Q07817. Bim peptide-Bcl-XL binding, bead flow cytometry, fluorescence. inhibition, % at 10 µM. 190,000 tested, 0.04% active. AID 1007
Bfl-1 Bim block = human Bim-Bfl-1 interaction inhibition. Bead-based flow cytometry, Bim-Bfl-1 binding inhibition. inhibition, % at 10 µM. 190,000 tested, 0.12% active;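 note: 0% = wells without compound plus tracer and 100% = blocker peptide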
RGS7-Gao reg = human RGS7-Galphao interaction regulation. AID 1439. Multiplexed bead flow cytometry, RGS7-Galphao binding; actives lie on both sides. P09471. 220,000 tested, 0.35% active. binding response (% of control), % at 10 µM; in the data active = binding response below about 49% or above about 150%; inconclusive = no clear call, values can overlap the other calls; inactive = in between;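 note: fluorescent Galphao held in activated GDP-AlF4 state binding bead-coupled RGS7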
ABCG2 block = inhibitors of human ABCG2 transporter, ABCB1 counter-screen; IgMXP3 cells, JC-1 efflux, flow cytometry; Q9UNQ0; inhibition, % at 6.6 µM; AID 1325; 190,000 tested, 0.1% active;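 active = inhibition above 80%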;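 note: 0% = DMSO and 100% = nicardipine control wells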
Target sequence (Q9UNQ0 whole entry, looked up): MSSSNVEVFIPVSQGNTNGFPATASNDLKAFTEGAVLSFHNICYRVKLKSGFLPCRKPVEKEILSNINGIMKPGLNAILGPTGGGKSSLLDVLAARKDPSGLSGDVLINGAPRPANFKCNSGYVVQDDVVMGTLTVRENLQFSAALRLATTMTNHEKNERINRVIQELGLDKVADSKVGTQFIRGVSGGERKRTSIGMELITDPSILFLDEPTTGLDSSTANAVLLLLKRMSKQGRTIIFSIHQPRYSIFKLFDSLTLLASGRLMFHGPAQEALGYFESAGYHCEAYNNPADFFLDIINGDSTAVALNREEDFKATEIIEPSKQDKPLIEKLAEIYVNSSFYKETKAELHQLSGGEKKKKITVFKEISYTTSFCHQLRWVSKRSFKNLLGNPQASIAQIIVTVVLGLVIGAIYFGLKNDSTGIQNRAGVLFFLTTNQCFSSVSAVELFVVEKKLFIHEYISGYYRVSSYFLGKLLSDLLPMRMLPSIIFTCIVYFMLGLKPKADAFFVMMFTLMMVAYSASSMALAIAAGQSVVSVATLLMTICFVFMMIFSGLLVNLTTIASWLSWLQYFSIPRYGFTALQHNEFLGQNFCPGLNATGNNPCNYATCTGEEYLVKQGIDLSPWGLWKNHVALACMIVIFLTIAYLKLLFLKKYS
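material = IgMXP3 (ABCG2) plus far-red-tagged CCRF-Adr (ABCB1) cells | amount = 3 million cells/mL, equal mix of both lines | also added = JC-1 transporter substrate | dosing = one concentration, 6.6 µM final | schedule = 10 min at 25 °C | measured by = flow cytometric JC-1 green MFI at 530 nm | read-out basis = percent efflux inhibition, scaled nicardipine 100% to DMSO 0%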
RGS8-Gao reg = modulates binding of RGS8 to human Galphao | multiplexed bead flow cytometry; actives lie on both sides | 220,000 tested, 0.34% active | response (percent of control binding), % at 10 µM | AID 1423 | P09471; in the data active = response below about 60% or above about 140%; inactive = in between;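 note: Galphao activated as the GDP aluminium fluoride complex binding bead-coupled RGS8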
RGS4-Gao reg = modulates binding of RGS4 to human Galphao; Multiplexed bead flow cytometry; actives lie on both sides; AID 1415; 220,000 tested, 0.33% active; P09471; binding response (% of control), % at 10 µM; in the data active = binding response below about 49% or above about 150%; inactive = in between;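 note: fluorescent Galphao activated with aluminum fluoride binding bead-coupled RGS4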
Bim-Bcl-B = disrupts Bim peptide binding to human Bcl-B. bead-based flow cytometry. inhibition, % at 10 µM. 190,000 tested, 0.073% active;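 note: 0% = tracer peptide without compound and 100% = reference inhibitor peptide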
Target sequence (Q9HD36 whole entry, looked up): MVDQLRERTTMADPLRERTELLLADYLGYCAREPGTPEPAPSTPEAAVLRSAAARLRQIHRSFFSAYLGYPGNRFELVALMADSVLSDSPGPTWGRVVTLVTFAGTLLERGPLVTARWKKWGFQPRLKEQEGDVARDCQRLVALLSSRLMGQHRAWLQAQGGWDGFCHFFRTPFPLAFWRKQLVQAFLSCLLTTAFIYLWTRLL
The depositor's hits bear a star; u = inconclusive; x = not tested or not shown. Cut-off read from the data, not from the text of the source, unless noted: active = inhibition above about 40%.

Values in the order – Bim-Bcl-2	Bcl-W Bim block	ABCB1 inh	GSH fluor	Bcl-XL Bim block	Bfl-1 Bim block	RGS7-Gao reg	ABCG2 block	RGS8-Gao reg	RGS4-Gao reg	Bim-Bcl-B
CCOC(=O)N1CCN(C(=O)c2ccc3c(=O)n(Cc4ccc(OC)cc4)c(=S)[nH]c3c2)CC1
→ 0.0	8.0	0.2	21	8.0	13.0	107.6	19.4	93.2	107.7	12.0
Cc1ccc(S(=O)(=O)N(C)CC(=O)O/N=C(\N)c2ccccn2)cc1
→ -7.0	-3.0	0.3	16	-3.0	-1.0	100.4	0.6	102.6	103.2	-2.0
C=C(C)CSc1nnc(-c2ccccc2)n1N
→ 2.0	0.0	-0.1	17	-3.0	3.0	99.0	0.3	100.9	103.2	-3.0
COc1ccc(CCNC(=O)C2CCCN(S(C)(=O)=O)C2)cc1OC (stereo not given)
→ -1.0	-1.0	-0.9	33	-12.0	-8.0	104.3	-2.1	106.7	103.5	-5.0
CCn1cc(Cl)c(C(=O)NNC(=O)CCn2nc(C)c([N+](=O)[O-])c2C)n1
→ -3.0	-6.0	0.1	17	-9.0	-5.0	107.0	0.4	104.4	104.8	-13.0
COc1ccc(Cn2c(CCC(=O)Nc3ccc(CC#N)cc3)nc3cccnc32)cc1
→ -12.0	-3.0	8.0	31	-9.0	-20.0	94.1	56.0	97.1	92.0	-13.0
COCc1ccc2oc(C(=O)O)cc2c1
→ -21.0	-12.0	0.9	27	-15.0	-25.0	90.9	8.1	92.4	90.0	-16.0
Fc1ccc(Nc2nc(Oc3ccccc3F)nc(N3CCCC3)n2)cc1
→ -2.0	-2.0	1.8	18	-4.0	-5.0	107.2	13.2	103.1	107.4	0.0
Cn1c(NC(=O)CC(C)(C)C)cc(=O)n(C)c1=O
→ -9.0	-8.0	0.0	14	-9.0	-3.0	102.5	4.9	104.2	103.0	-8.0
CC(C)(C)c1cc(=O)n2[nH]c(N)nc2n1
→ -3.0	1.0	0.5	25	-2.0	-8.0	97.1	1.0	103.8	101.1	-1.0
CN(Cc1ccccc1)S(=O)(=O)c1ccc(Cl)c(C(=O)NCc2ccc3c(c2)OCO3)c1
→ -3.0	-3.0	0.5	6	-6.0	-3.0	102.4	0.5	103.3	103.2	-3.0
CCCOC(=O)C1C2C=C[C@]3(CN(CCc4ccccc4)C(=O)[C@H]13)O2 (stereo not given in full)
→ -6.0	-3.0	-1.1	33	0.0	-11.0	98.9	-0.3	100.2	100.3	-9.0
O=C(NCc1nc2ncc(Br)cc2[nH]1)c1ccccc1
→ -6.0	1.0	0.2	51	0.0	-7.0	101.9	0.8	105.4	107.8	-7.0
CC(/C=N/NC(=O)CSc1nc2ccccc2n1C)=C\c1ccco1
→ -2.0	-4.0	2.8	28	-11.0	3.0	100.6	21.1	102.6	100.8	-9.0
Cc1ccsc1C(=O)OC1CCOC1=O (stereo not given)
→ -6.0	0.0	0.0	271*	-27.0	-12.0	89.4	0.2	95.5	93.5	-8.0
CCOc1ccccc1N1CCN(Cc2ccc(OC)c(OC)c2)CC1
→ -10.0	-2.0	3.0	25	-7.0	-18.0	96.6	14.9	101.0	100.1	-8.0
CCCCN(CC)Cc1ccc(CNC(=O)Nc2ccc(Cl)cc2)o1
→ -2.0	-3.0	0.7	16	-5.0	-7.0	102.8	29.2	103.6	103.0	-4.0
COc1ccc(C(Nc2ccccn2)c2c(NC(=O)c3ccco3)sc(C)c2C)cc1OC (stereo not given)
→ -8.0	-2.0	0.9	15	-6.0	-15.0	96.3	-2.2	99.0	97.4	-11.0
O=C(CSc1n[nH]c(-c2cccnc2)n1)Nc1ccnc2ccccc12
→ -9.0	1.0	-0.1	43	-12.0	-11.0	100.8	1.3	101.4	100.0	-11.0
CCC(c1nnnn1C(C)(C)C)N1CCN(C2CCCC2)CC1 (stereo not given)
→ 1.0	6.0	0.2	64	-13.0	-10.0	96.4	0.3	97.6	92.6	-5.0
CC(C)c1ccc(N(CC(=O)N/N=C/c2ccc(OC3CSC3)cc2)S(=O)(=O)c2ccccc2)cc1
→ -5.0	-7.0	0.9	11	-5.0	-6.0	100.8	2.1	102.9	98.7	-7.0
Cc1ccc(C)c(NC(=O)c2ccccc2NS(=O)(=O)c2cc([N+](=O)[O-])ccc2C)c1
→ 13.0	18.0	0.6	5	23.0	16.0	103.0	24.5	121.0	103.7	20.0
Cc1ccc(C(=O)Nc2cccnc2)cc1S(=O)(=O)N1CCCCC1
→ 0.0	0.0	1.6	23	1.0	-3.0	93.9	13.1	99.2	99.4	-1.0
Cc1[nH][nH]c(=O)c1C(c1ccccc1[N+](=O)[O-])C(C#N)C#N (stereo not given)
→ -2.0	-2.0	0.4	18	-1.0	10.0	103.3	2.0	97.8	102.6	-1.0
COc1cc(NC(=S)N2CCN(c3ccccn3)CC2)c(OC)cc1Cl
→ 3.0	4.0	0.1	2	-2.0	17.0	139.6	0.1	97.1	97.7	-32.0
CS(=O)(=O)CCC(C(=O)OCc1ccc(Br)cc1)N1C(=O)c2ccccc2C1=O (stereo not given)
→ -12.0	-10.0	1.3	12	-11.0	-13.0	100.8	3.3	99.9	99.8	-12.0
O=C(CCN1c2ccccc2Sc2ccccc21)OCC(=O)N1CCN(C(=O)c2ccco2)CC1
→ -8.0	6.0	0.4	11	-4.0	-5.0	100.7	0.6	102.0	102.0	-8.0
COC(=O)C(C)N1C(=O)S/C(=C/c2cc(C)n(C(C)C)c2C)C1=O (stereo not given)
→ -5.0	0.0	0.8	30	-4.0	-9.0	98.7	22.2	93.3	84.3	-3.0
COc1ccc2c(c1)C(c1cccs1)=NNC(c1ccncc1)=N2
→ -1.0	2.0	0.2	13	0.0	-2.0	102.8	3.6	99.8	103.0	1.0
COc1ccc(OC)c(N2Cc3cc(C)c(C)cc3C2)c1
→ 1.0	0.0	0.4	17	-2.0	4.0	96.7	1.5	100.7	101.4	0.0
COc1cc(C(C)=O)ccc1OCC(O)CNCC1(N2CCCCC2)CCCCC1 (stereo not given)
→ -1.0	0.0	0.1	22	1.0	4.0	94.8	0.3	105.7	97.5	0.0
COc1ccc(C(=O)N2CCN(Cc3ccc4c(c3)OCO4)CC2)cc1[N+](=O)[O-]
→ 0.0	0.0	0.1	17	0.0	-4.0	108.3	0.9	103.4	101.2	0.0
CCOC(=O)c1c(C)n(C)c2ccc(OC)c([N+](=O)[O-])c12
→ -1.0	3.0	0.3	11	3.0	-3.0	100.5	2.4	98.7	99.7	1.0
Cc1cc(C)n2nc(SCCCC(=O)c3ccccc3)nc2n1
→ -4.0	-2.0	0.1	8	-3.0	-1.0	100.5	1.3	94.5	100.9	-1.0
CN(C)c1ccc(NC(=O)c2sc(SCC(=O)Nc3nccs3)nc2N)cc1
→ -13.0	-4.0	0.2	28	-7.0	-16.0	101.4	0.8	96.5	101.2	-14.0
Cc1ccc(NS(=O)(=O)c2cc(C(=O)O)ccc2Cl)c(C)c1
→ 9.0	-2.0	0.8	28	-1.0	14.0	99.0	6.2	95.9	100.1	4.0
COc1ccc2oc(=O)c(/C(C)=N/Nc3ccccc3)cc2c1
→ -2.0	2.0	0.6	12	-1.0	-2.0	98.7	3.1	98.9	97.8	0.0
CCOC(=O)CSc1ccccn1
→ 0.0	-2.0	0.5	16	-2.0	5.0	u	2.0	102.6	104.4	-1.0
CS(=O)(=O)N(CCc1ccccc1)CC(=O)Nc1ccc2c(c1)OCO2
→ -7.0	0.0	0.5	35	-7.0	-18.0	95.3	7.6	99.1	98.1	-10.0
c1ccc2c(-c3nnc4n3CCCCC4)cc(-c3ccncc3)nc2c1
→ -5.0	-1.0	0.4	16	-4.0	-14.0	103.1	3.9	102.7	101.8	-4.0

Some entries already given, reduced to GSH fluor:
smiles | GSH fluor
Cc1ccc(C)c(NC(=O)c2ccccc2NS(=O)(=O)c2cc([N+](=O)[O-])ccc2C)c1 | 5
Cc1ccc(C(=O)Nc2cccnc2)cc1S(=O)(=O)N1CCCCC1 | 23

Compounds shown so far that contain a cyano group (2):
Values in the order – Bim-Bcl-2	Bcl-W Bim block	ABCB1 inh	GSH fluor	Bcl-XL Bim block	Bfl-1 Bim block	RGS7-Gao reg	ABCG2 block	RGS8-Gao reg	RGS4-Gao reg	Bim-Bcl-B
COc1ccc(Cn2c(CCC(=O)Nc3ccc(CC#N)cc3)nc3cccnc32)cc1
→ -12.0	-3.0	8.0	31	-9.0	-20.0	94.1	56.0	97.1	92.0	-13.0
Cc1[nH][nH]c(=O)c1C(c1ccccc1[N+](=O)[O-])C(C#N)C#N (stereo not given)
→ -2.0	-2.0	0.4	18	-1.0	10.0	103.3	2.0	97.8	102.6	-1.0

Further results
Values in the order – Bim-Bcl-2	Bcl-W Bim block	ABCB1 inh	GSH fluor	Bcl-XL Bim block	Bfl-1 Bim block	RGS7-Gao reg	ABCG2 block	RGS8-Gao reg	RGS4-Gao reg	Bim-Bcl-B
Nc1[nH]ncc1-c1ccc(Cl)cc1
→ 1.0	0.0	0.5	12	-3.0	-1.0	99.3	0.7	103.6	104.6	0.0
O=C(c1ccco1)N1CCN(S(=O)(=O)Cc2ccccc2Cl)CC1
→ -3.0	2.0	-0.8	11	-1.0	-6.0	100.3	11.3	103.3	101.0	-3.0
Cc1cnc(C(=O)N2CCCC(C(=O)c3ccc(Cl)cc3C)C2)cn1 (stereo not given)
→ 2.0	-4.0	3.0	13	-2.0	2.0	120.6	3.5	106.7	107.8	-2.0
COc1ccc(N(CC(=O)NC2CCCCC2)S(=O)(=O)c2c(C)[nH]c(=O)[nH]c2=O)cc1
→ -7.0	0.0	-0.3	25	-5.0	-9.0	105.7	0.8	103.0	106.5	-5.0
Cc1cccc(NC(=S)N2CCN(c3ccc(F)cc3)CC2)c1
→ -6.0	1.0	0.0	9	-2.0	-8.0	101.5	-0.1	104.0	102.8	-4.0
O=C(COC(=O)c1oc2ccccc2c1CSc1ccc(Cl)cc1)NC1CCCC1
→ -3.0	-1.0	2.2	11	-6.0	2.0	102.3	x	104.0	102.5	-7.0
Cc1cccc(NC(=O)/C=C/c2cccs2)n1
→ 3.0	3.0	-0.5	7	0.0	4.0	100.0	-0.8	99.3	104.3	1.0
O=C(NCc1ccncc1)Nc1ccc2c(c1)OCO2
→ 0.0	0.0	0.1	10	-3.0	-6.0	99.7	5.9	100.8	102.8	-6.0
CC1CCN(CCOCCSc2ccc(Cl)cc2)CC1
→ 0.0	1.0	0.3	10	-1.0	-2.0	102.1	0.6	101.2	99.1	0.0
CCCCN(C)C(=O)c1oc2ccc(S(=O)(=O)N3CCCCCC3)cc2c1C
→ -3.0	-3.0	1.5	17	-1.0	-2.0	102.9	9.0	98.9	101.3	-1.0
CC1=Nc2cc(Cl)ccc2Oc2ccccc21
→ -5.0	0.0	2.1	10	0.0	-1.0	102.2	6.3	99.5	101.5	0.0
CC(C)OC(=O)C1C(=O)CC(C)(O)C(C(=O)OC(C)C)C1c1ccccc1 (stereo not given)
→ 0.0	-1.0	0.5	15	-5.0	-4.0	1.8*	1.3	5.7*	2.3*	-4.0
O=C(O)C1CC=CCC1C(=O)NC12CC3CC(CC(C3)C1)C2 (stereo not given)
→ -6.0	0.0	-0.4	14	-6.0	-13.0	97.6	-3.2	99.9	101.6	-4.0

Assay outcomes: PubChem, NMMLSC
